Bioassay records: PubChem, Emory University Molecular Libraries Screening Center
14-3-3 PPI: modulators of human 14-3-3 gamma - Raf peptide interaction | AID 422 | hit rate 0.19% among 160,000 | FP, 14-3-3gamma / TMR-pS259-Raf peptide binding | inhibition, % at 40 µM; in the data active = inhibition above about 30%;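 note: 0% = protein plus tracer without compound and 100% = blank with tracer alone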
Target sequence (P61981 whole entry, looked up): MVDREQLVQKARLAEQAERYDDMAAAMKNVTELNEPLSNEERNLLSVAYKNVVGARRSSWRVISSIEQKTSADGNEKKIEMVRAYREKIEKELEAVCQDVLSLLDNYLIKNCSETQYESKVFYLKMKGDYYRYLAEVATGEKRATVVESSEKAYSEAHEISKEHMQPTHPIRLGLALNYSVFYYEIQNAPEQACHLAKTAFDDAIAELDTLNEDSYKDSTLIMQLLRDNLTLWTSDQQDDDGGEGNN
The depositor's hits bear a star; & = joins results of further samples.

SMILES	14-3-3 PPI
CC[C@@]1(O)C(=O)OCc2c1cc1n(c2=O)Cc2cc3ccccc3nc2-1	-5.4
C=CCC1NC2CC(C)C1c1ccccc12 (stereo unspecified)	-17.9
O=C(Cn1ncc2c3ccccc3n(Cc3ccccc3)c2c1=O)N1CCC2(CC1)OCCO2	-2.0
C#CCN(C)[C@@H](C)Cc1ccccc1	-1.4
COc1ccc(Cl)cc1NC(=O)CN1C(=O)CN=C(c2ccccc2)c2ccccc21	18.8
CC1N=C(c2ccccc2)c2cc(Cl)ccc2N(CC(=O)NCc2cccc(Cl)c2)C1=O (stereo unspecified)	-11.3
O=c1c2cc(I)ccc2nc(C=Cc2ccc(O)cc2)n1-c1ccccc1	-17.8
O=[N+]([O-])c1ccc(NCCc2ccccc2)c2ncccc12	-3.5
CN1CCN(Cc2c[nH]c3ccccc23)CC1	-1.8
CCC1(C)CC(CCNCc2ccc(N(C)C)cc2)(c2ccc(F)cc2)CCO1 (stereo unspecified)	-2.0
OC1(c2ccc(F)cc2)CCNC1 (stereo unspecified)	8.8
Cc1nn(Cc2ccccc2)c(C)c1C(=O)OCC(=O)Nc1ccccc1SCC#N	-10.0
CCOc1ccc(CN(CCc2ccc3c(c2)OCO3)Cc2ccc(C)cc2)cc1	7.4
COc1cccc(C2=NOC(C(=O)N3CCC4(CC3)OCCO4)C2)c1 (stereo unspecified)	-2.0
COc1cccc(CCNCc2ccc(C(F)(F)F)cc2)c1	1.2
O=c1[nH]c(=O)n(Cc2ccco2)c(O)c1C=NCCCn1ccnc1	2.8
COc1cc2c(C(=O)N3CCN(C)CC3)c(C)n(C)c2cc1Br	-11.1
COc1cc(NC(=O)CN2C(=O)CN=C(c3ccccc3)c3cc(Cl)ccc32)cc(OC)c1	-29.9
CCCn1c(C(=O)c2ccccc2OC)nc2ccccc21	-1.2
O=c1[nH]c(=O)n(C2CCCCC2)c(O)c1C=NCCCn1ccnc1	-8.4
CCOC(=O)c1cccc([P+](=O)O)c1	4.5
NC(Cc1ccc(N(CCCl)CCCl)cc1)C(=O)O (stereo unspecified)	2.8
CC(C)CCNC(=O)CN1C(=O)CN=C(c2ccccc2)c2ccccc21	-5.3
COc1ccccc1/C=C1/C(=N/O)C2CCN1CC2	-0.6
CNC(=O)N(C)c1nnc(C(C)(C)C)s1	-3.3
O=[N+]([O-])c1cccc(CN2CCN(Cc3cccc(Br)c3)CC2)c1	7.5
CCCCOCCCn1c(N)c(C(=O)OCCOC)c2nc3ccccc3nc21	-4.7
CCCCn1c(N)c(C(=O)OCC)c2nc3ccccc3nc21	-11.8
CC(C)CC(C(=O)Nc1ccc(Cl)cc1C(=O)c1ccccc1)N1C(=O)c2ccccc2C1=O (stereo unspecified)	2.5
Cc1c(C(=O)O)sc(=N)n1Cc1ccccc1	-10.1

Some of the entries so far, field by field.
CCOc1ccc(CN(CCc2ccc3c(c2)OCO3)Cc2ccc(C)cc2)cc1
- 14-3-3 PPI: 7.4
COc1cccc(C2=NOC(C(=O)N3CCC4(CC3)OCCO4)C2)c1 (stereo unspecified)
- 14-3-3 PPI: -2.0

The main list resumes, starting 2 compounds before the break.
SMILES	14-3-3 PPI
CC(C)CC(C(=O)Nc1ccc(Cl)cc1C(=O)c1ccccc1)N1C(=O)c2ccccc2C1=O (stereo unspecified)	2.5
Cc1c(C(=O)O)sc(=N)n1Cc1ccccc1	-10.1
O=C(c1ccc2c(=O)n(Cc3ccc4c(c3)OCO4)c(=S)[nH]c2c1)N1CCC2(CC1)OCCO2	-4.0
CC1(c2ccccc2)CCN2CCC(C)(c3ccccc3)c3cc([N+](=O)[O-])cc1c32 (stereo unspecified)	-7.6
c1ccc2cc3ncccc3cc2c1	-18.4
C=CCn1c(O)c(C(C)=NCCN2CCOCC2)c(=O)[nH]c1=O	-10.8
NCC(O)c1cc(O)c(O)cc1F (stereo unspecified)	-5.7
Clc1ccc(CN2CCNCC2)cc1	-0.3
Cn1c(O)c(C(=NCCN2CCCCC2)c2ccccc2Cl)c(=O)n(C)c1=O	1.4
CCOC(=O)C1=C(N)Oc2c(c(=O)oc3ccccc23)C12C(=O)N(CC(=O)OC)c1ccccc12 (stereo unspecified)	6.1
O=P(Nc1cccc(F)c1)(Oc1ccccc1Cl)Oc1ccccc1Cl	0.1
CCCCCCn1c(O)c(C=NC2CCN(Cc3ccccc3)CC2)c(=O)[nH]c1=O	-22.6
CCOP(=O)(OCC)C(NC(=O)c1ccc(C)cc1)=C(Cl)Cl	-1.5
COc1ccc(C2NCc3ccc4c(c3-n3cccc32)OCO4)cc1O (stereo unspecified)	-7.5
CC12CCCCC1=[N+]([O-])CN2O (stereo unspecified)	-7.4
O=C(c1ccc2c(c1)ncn2C1CCCCC1)N1CCC2(CC1)OCCO2	1.3
COc1ccc(C2=NCC(=O)N(CC(=O)NCc3ccco3)c3sc4c(c32)CCCC4)cc1	-5.8
O=c1[nH]c(=O)n(CCC2=CCCCC2)c(O)c1C=NC1CCN(Cc2ccccc2)CC1	-22.1
COc1ccc(C2SCC(=O)Nc3c2c(-c2ccccc2)nn3-c2ccccc2)cc1OC (stereo unspecified)	-2.3
CCOC(=O)C1=C(C)OC(N)=C(C(=O)OCc2ccccc2)C12C(=O)Nc1ccccc12 (stereo unspecified)	12.6
O=C(COc1ccc(Cl)cc1)N1CCN(Cc2ccccc2)CC1	-7.2
CCC(N)C(=O)c1ccc(F)cc1 (stereo unspecified)	-2.7
Oc1c(Cl)cc(Cl)cc1CN1CCN(Cc2ccccc2)CC1	-3.4
COc1cc2c(cc1OC)C(C(=O)Nc1ccc3c(c1)OCCO3)C1CCCCN1C2=O (stereo unspecified)	-6.3
CCCCCCc1ccc(O)cc1	-9.0
COC(=O)C(c1ccccc1)N1CCCCCC1 (stereo unspecified)	3.5
COc1ccc(-n2c(C)nc3ccc(I)cc3c2=O)cc1	-10.9
OC(c1ccc(F)cc1)C(c1ccccc1)N1CCOCC1 (stereo unspecified)	-12.1
COc1ccc(C(=O)C(Cc2ccccc2)N(C)C)cc1 (stereo unspecified)	-5.6
CN1CCN(c2ccc([N+](=O)[O-])c(NCc3ccco3)c2)CC1	2.4
COc1cc(OC)c(OC)cc1CC1C(=O)N(C)C(=O)N(C)C1=O	65.6*
O=c1[nH]c(=O)n(Cc2ccc(F)cc2)c(O)c1C=NCCN1CCCCC1	-11.2
CC(=NCCCN1CCOCC1)c1c(O)n(Cc2ccccc2)c(=O)[nH]c1=O	-7.1
O=[N+]([O-])c1ccc(C2OCN3COCC23)cc1 (stereo unspecified)	-4.8
COc1ccc(OCC(=O)N2CCN(Cc3cccc(F)c3)CC2)cc1	-12.2
COc1cc(C2NCc3ccccc3-n3cccc32)ccc1O (stereo unspecified)	-3.9
Cc1nc2cc(C(F)(F)F)ccc2n1C1CCN(Cc2nnnn2Cc2ccc3c(c2)OCO3)CC1	6.0
CCOC(=O)C1=C(N)Oc2n[nH]c(C)c2C12C(=O)Nc1ccc(Br)cc12 (stereo unspecified)	-2.8
Nc1cc(C(=O)Nc2ccccc2F)ccc1N1CC2CC(C1)c1cccc(=O)n1C2 (stereo unspecified)	-6.9
Cn1c(O)c(C=NCCCNC2CCCCC2)c(=O)n(C)c1=O	3.2
C[N+]1(C)CCC(OC(=O)C(c2ccccc2)c2ccccc2)CC1	-4.3
Cc1ccc(C2(O)CC(C)N(C)CC2C)cc1 (stereo unspecified)	7.7
O=C(CN1CC=C(c2ccccc2)CC1)NC(=O)NCc1ccco1	-3.4
CC1(C)CN=C(Nc2nc3ccccc3s2)S1	3.9
O=C(O)[C@@H]1CCN1	-5.7
CC(Cc1ccc(OCC(=O)O)cc1)NCC(O)c1cccc(Cl)c1 (stereo unspecified)	-7.9
CC1=NOC2(C)Nc3ncnn3C(c3ccccc3)C12 (stereo unspecified)	-1.3
CO[C@H]1CC=C2CCN3CCC4=C(CC(=O)OC4)[C@]23C1	-4.3
Cc1ccc2nc(N3CCN(C)CC3)[nH]c2c1	-3.7
Oc1ccc(CC2CC3CCN2CC3)cc1O (stereo unspecified)	2.0&-7.1
COc1ccc(N2C(=O)CC(=O)NC2=S)cc1	-36.6
NC1(c2cccc(Cl)c2)CCC1	-5.9
COc1ccc(CN2CCN(C(=O)COc3cccc(C)c3)CC2)c(OC)c1	-3.4
CC(C)NCC(O)COc1ccc2[nH]cc(CCN)c2c1 (stereo unspecified)	-10.7
Cc1ccc(C)c(NC2=NCCCS2)c1	-5.4
CS(C)(=O)=NP(=NC(=O)c1ccc([N+](=O)[O-])cc1)(c1ccccc1)c1ccccc1	-6.2
C=C1OC(=O)OC12CC(C)(C)NC(C)(C)C2	-6.2
CC(=NCC1CCCO1)c1c(O)n(Cc2ccccc2)c(=O)[nH]c1=O (stereo unspecified)	-7.1
COc1ccc(CCNCc2ccc3c(c2)OCO3)cc1OC	5.5
CC(C)CCn1c(=O)c(C(=O)Nc2cccnc2)c(O)c2ccccc21	-4.7
CC12CN3CCN(CC(C3)C1O)C2 (stereo unspecified)	-6.6
COCCCNC(=O)c1c(NC(=O)c2ccco2)n(Cc2ccccc2)c2nc3ccccc3nc12	-26.4

Already shown: entries from further up.
SMILES	14-3-3 PPI
COc1ccc(CCNCc2ccc3c(c2)OCO3)cc1OC	5.5
CC(C)CCn1c(=O)c(C(=O)Nc2cccnc2)c(O)c2ccccc21	-4.7
CC12CN3CCN(CC(C3)C1O)C2 (stereo unspecified)	-6.6
COCCCNC(=O)c1c(NC(=O)c2ccco2)n(Cc2ccccc2)c2nc3ccccc3nc12	-26.4

Returning to the listing with the two entries that preceded the break.
| smiles | 14-3-3 PPI |
| --- | --- |
| CC12CN3CCN(CC(C3)C1O)C2 (stereo unspecified) | -6.6 |
| COCCCNC(=O)c1c(NC(=O)c2ccco2)n(Cc2ccccc2)c2nc3ccccc3nc12 | -26.4 |
| COc1ccc(CNC(=O)/C=C/c2ccc3[nH]cc(CCN(C)C)c3c2)cc1 | -6.8 |
| CN1CCC(O)(c2ccccc2)C2CCCC21 (stereo unspecified) | -0.3 |
| O=C(Cc1ccccc1)N1CCN(CC2CC=CCC2)CC1 (stereo unspecified) | -2.8 |
| CC1OC(NCCc2ccccc2)C(O)C(O)C1O (stereo unspecified) | -9.3 |
| O=C(OC1CCN(CCCl)CC1)C(c1ccccc1)c1ccccc1 | 0.9 |
| FC(F)(F)C1(C(F)(F)F)C2CC3C(C2I)N31 (stereo unspecified) | -3.1 |
| CCNCC1(c2ccc(OC)c(OC)c2)CCCC1 | -3.2&0.7 |
| NC(=O)CI | 0.9 |
| O=C1C2CCCN2C(c2cccnc2)N1c1ccc(Cl)c(Cl)c1 (stereo unspecified) | -1.2 |
| CCC(=NCc1cccnc1)c1c(O)n(Cc2ccccc2)c(=O)[nH]c1=O | -7.1 |
| CC(=O)Nc1ccc2c(c1)CC1(C(=O)N(C)C(=O)N(C)C1=O)C1CCCN21 (stereo unspecified) | -12.7 |
| C=C1CC23CC4CN5CC6(C)CC(OC(C)=O)CC7(C46)C2C(O)C1C(O)C3(O)C57 (stereo unspecified) | 3.9 |
| Clc1cccc(CN2CCCCC2c2cccnc2)c1 (stereo unspecified) | 1.6 |
| COC(=O)C(C)Oc1cc(C)cc2oc(=O)c3c(c12)CCC3 (stereo unspecified) | -10.2 |
| Cc1ccc(CS(=O)(=O)Cc2ccc(C(=O)N3CCC4(CC3)OCCO4)o2)cc1 | 0.1 |
| O=P1(O)COc2ccccc2OC1 | -9.0 |
| O/N=C/c1c[nH]c2ccccc12 | -20.4 |
| O=C1CC(=O)N(c2ccc(Cl)cc2Cl)C(=O)N1 | -4.0 |
| Cc1cccnc1NC1=NCC(C)S1 (stereo unspecified) | 1.2 |
| C=CCN1CCC23c4c5ccc(O)c4O[C@H]2C(=O)CC[C@@]3(O)C1C5 (stereo partly specified) | 0.7 |
| CCCCn1c(=O)c(C(=O)NCc2ccco2)c(O)c2ccccc21 | -3.2 |
| c1cncc(C2CC(c3cccs3)n3ncnc3N2)c1 (stereo unspecified) | -8.3 |
| CN(C)C1(c2nnnn2-c2ccc(Cl)cc2)CCCCC1 | -2.9 |
| Cc1cccc(-n2c(C=Cc3cccc(Br)c3)nc3ccccc3c2=O)c1 | -3.1 |
| CN(C)c1ccc(C(=O)c2ccc(N(C)C)cc2)cc1 | -1.5 |
| O=C1NC(=O)C2(Cc3ccccc3N3CCCC32)C(=O)N1c1ccc(Cl)cc1 (stereo unspecified) | -17.5 |
| O=C(Nc1ccc(Br)cc1C(=O)c1ccccc1Cl)c1ccco1 | -0.2 |
| Cc1nc2cc(-c3ccc(Cl)cc3)nn2c(C)c1CCC(=O)N1CCC2(CC1)OCCO2 | -4.0 |
| Cc1nc2ccc(I)cc2c(=O)n1-c1ccc(Br)cc1[N+](=O)[O-] | 0.5 |
| CCCCN1C(=O)NC(=O)C2(Cc3c(nc4c(C)cccn4c3=O)N3CCc4ccccc4C32)C1=O (stereo unspecified) | -2.6 |
| CCOC(=O)CN1C(=O)C2(C(C#N)=C(N)Oc3ccccc32)C(C(=O)OC)=C1C (stereo unspecified) | 6.0 |
| COc1ccc2c(c1)c(C(=O)O)c(C)n2C | 2.0 |
| O=C1CC(Cc2ccccc2)C(=O)N1c1ccc2c(C(F)(F)F)cc(=O)oc2c1 (stereo unspecified) | -0.6 |
| O=C(CCCCCn1c(=S)[nH]c2ccccc2c1=O)N1CCC2(CC1)OCCO2 | -6.6 |
| COc1cc(CC2C(=O)N(C)C(=O)N(C)C2=O)ccc1OCc1ccccc1 | 8.7 |
| Cc1ccccc1NC1=NCC(C)S1 (stereo unspecified) | -2.0&-1.1 |
| O=C1CSC2(CN3CCC2CC3)N1 (stereo unspecified) | 4.5 |
| COc1ccccc1N1CCN(Cc2ccccc2Cl)CC1 | 0.9 |
| O=P(/C(=N/O)N1CCCCC1)(N1CCOCC1)N1CCOCC1 | -0.8 |
| COc1cc(C(=O)Nc2ccc([N+](=O)[O-])cc2C(=O)c2ccccc2)cc(OC)c1OC | 27.0 |
| CCC(=Nc1ccc2c(c1)CCC2)c1c(O)n(C)c(=O)n(C)c1=O | -0.7 |
| O=C(c1ccc(CS(=O)(=O)c2ccc(Br)cc2)o1)N1CCC2(CC1)OCCO2 | -2.9 |

These rows are one share of the data; rates above refer to the full screens.
